Assay outcomes (PubChem BioAssay)
hcGAS inh: blocks human cGAS activity. Q8N884. recombinant h-cGAS, ATP depletion, Kinase-Glo luminescence. inhibition, % at 12.5 µM. 290,000 tested, 0.081% active;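 note: 0% = vehicle reaction and 100% = reaction without DNA for no activity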
Target sequence (Q8N884 whole entry, looked up): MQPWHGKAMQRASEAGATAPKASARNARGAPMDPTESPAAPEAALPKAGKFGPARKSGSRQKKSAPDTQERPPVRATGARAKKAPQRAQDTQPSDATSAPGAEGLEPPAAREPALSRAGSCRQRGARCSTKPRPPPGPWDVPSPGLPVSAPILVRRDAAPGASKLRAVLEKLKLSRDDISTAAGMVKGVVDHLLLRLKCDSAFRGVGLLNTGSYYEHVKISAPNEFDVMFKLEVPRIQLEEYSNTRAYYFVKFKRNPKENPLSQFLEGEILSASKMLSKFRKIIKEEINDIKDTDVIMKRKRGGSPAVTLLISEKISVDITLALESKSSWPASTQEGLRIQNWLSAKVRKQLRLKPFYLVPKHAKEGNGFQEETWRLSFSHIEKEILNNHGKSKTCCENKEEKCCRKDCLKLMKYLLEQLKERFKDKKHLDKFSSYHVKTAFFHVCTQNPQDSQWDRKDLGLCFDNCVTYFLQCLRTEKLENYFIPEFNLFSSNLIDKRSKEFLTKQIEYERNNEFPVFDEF
mcGAS lum: mouse cGAS inhibition by luminescence | Q8C6L5 | recombinant cGAS, Kinase-Glo ATP depletion luminescence | inhibition, % at 12.5 µM | 160,000 tested, 0.15% active | AID 1259399;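 note: 0% = negative control wells and 100% = reference inhibitor with no enzyme activity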
NPYLR7 ag: activates Aedes aegypti NPYLR7 receptor. HEK293T NPYLR7/Galpha15, GCaMP6s calcium fluorescence. activation, % at 10 µM. 270,000 tested, 0.15% active; in the data active = activation above about 40%;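 note: 0% = vehicle and 100% = reference agonist at the receptor; some compounds past the cut are filed as inactive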
* marks the source's active call; other numbers are inactive results; nt = not tested or not shown. Cut-off read from the data, not from the text of the source, unless noted: active = inhibition above about 40%; inactive = the rest.

SMILES | hcGAS inh | mcGAS lum | NPYLR7 ag
OC[C@@H]1CCCN1Cc1cn(-c2ccc(F)cc2)nc1-c1ccccc1Cl | -4 | nt | 2
Fc1ccc(/C=N\NC(=S)NCc2ccccc2)cc1Br | -5 | nt | 3
COc1cccc(C(=O)C(C#N)=Cc2ccc(OC(F)F)c(OC)c2)c1 | -4 | 18 | 2
O=C(CS(=O)c1ccc(O)cc1)N1CCCCCCC1 (stereo not given) | -1 | nt | 3
CC(NC(=O)c1cccc(Cl)c1)C(c1cccs1)N1CCCC1 (stereo not given) | -9 | nt | 1
Nc1c(Cl)cc(NC(=O)C2CC23CCOCC3)cc1Cl (stereo not given) | -11 | nt | 7
CCOC(=O)c1c(N)c(C#N)cn1C(C)C | -7 | nt | 0
CN(CCCn1cccn1)C(=O)c1ccc(NC(=O)C2CCC2)cc1 | -6 | nt | 4
Nc1cc2c(cc1[N+](=O)[O-])OCO2 | 4 | nt | 6
COCCNC(=O)c1ccc(CSc2nnc(-c3ccccc3[N+](=O)[O-])n2-c2ccc(C)cc2)cc1 | 5 | -2 | 6
Oc1ccccc1/C=N\Nc1nc(N2CCCC2)nc(N2CCCC2)n1 | -5 | -6 | -3
c1cc2nc(N3CCOCC3)ccn2n1 | -7 | nt | 1
Cc1nn(-c2ccc(F)cc2)c(C)c1C(=O)NCc1ccnc(N2CCCC2)c1 | -2 | -12 | -1
COC(=O)C(c1ccccc1Cl)N(C)Cc1csc(C)n1 (stereo not given) | -12 | nt | 3
CC1CCN(C(=O)c2cn(CC3CCCO3)cc3c(=O)n(-c4ccccc4)nc2-3)CC1 (stereo not given) | 4 | 1 | 18
N#Cc1ccccc1CN1CCN(S(=O)(=O)c2ccccc2Cl)CC1 | -4 | nt | 1
O=C(CN1C(=O)CNC1=O)N1CCC(c2[nH]ncc2-c2cccc(F)c2)CC1 | -1 | nt | 9
CCOc1ccccc1NC(=O)NCC(=O)Nc1ccc(Cl)cc1F | -3 | nt | 4
CCc1ccc(NCC(=O)Nc2ccc(I)cc2C)cc1 | -6 | nt | 2
CC(=O)NC1CCN(Cc2nc(-c3cccc(F)c3F)oc2C)C1 (stereo not given) | -6 | nt | -8
O=C(/C=C/c1ccc([N+](=O)[O-])cc1)NCC(=O)Nc1ccccc1F | -5 | -6 | nt
COc1ccc(S(=O)(=O)N2CCCC(C(=O)Nc3ncccc3C)C2)cc1 (stereo not given) | -5 | nt | 4
CC(=O)Cn1c(CN2CCN(c3ccc(F)cc3)CC2)nc2c1c(=O)[nH]c(=O)n2C | 9 | nt | -9
CN(C)c1ncc(CN2CCCC(C(=O)Nc3ccc(-c4ccco4)cc3)C2)s1 (stereo not given) | -3 | nt | 4
COc1cccc(Cn2nccc2N)c1OC | -2 | -5 | 3

Of the compounds above, three contain a nitro group on carbon:
SMILES | hcGAS inh | mcGAS lum | NPYLR7 ag
Nc1cc2c(cc1[N+](=O)[O-])OCO2 | 4 | nt | 6
COCCNC(=O)c1ccc(CSc2nnc(-c3ccccc3[N+](=O)[O-])n2-c2ccc(C)cc2)cc1 | 5 | -2 | 6
O=C(/C=C/c1ccc([N+](=O)[O-])cc1)NCC(=O)Nc1ccccc1F | -5 | -6 | nt

Remaining list, next part:
SMILES | hcGAS inh | mcGAS lum | NPYLR7 ag
COc1ccccc1C1CC1C(=O)NC(C)c1nc2ccccc2n1C (stereo not given) | -5 | nt | 1
CCOC(=O)c1nn(-c2cccc(Cl)c2)c(=O)c2c(NC(=O)c3ccco3)scc12 | 3 | -6 | 0
CCOc1ccc(Nc2ncccc2C(=O)N2CCOC(C)C2)cc1 (stereo not given) | -8 | -8 | -3
O=C1NCC2(CCCN(c3ncnc4[nH]ccc34)CC2)O1 (stereo not given) | -5 | nt | 3
NS(=O)(=O)c1ccc(-n2ncc(NCc3ccc(F)cc3)c(Cl)c2=O)cc1 | -8 | nt | 10
CC1(C)C2CC=C(C=NNC(=O)NC3CCCCC3)C1C2 (stereo not given) | -1 | nt | -6
CCCOC(=O)C1=C(C)N(C)C(=O)NC1c1ccc([N+](=O)[O-])cc1 (stereo not given) | -4 | nt | 8
CC(C)=CCC/C(C)=C/CNS(=O)(=O)c1ccccc1C(F)(F)F | -1 | 0 | -5
COC(=O)C1=C(C)NC(C)=C(C(=O)OC)C1c1cccc(Cl)c1 | -1 | -6 | -1
Cc1ccc(NS(=O)(=O)c2ccc([N+](=O)[O-])cc2)cc1 | -3 | -4 | -4
Cc1cccc(COC(CN2CCN(C(=O)c3cc(F)ccc3F)CC2)c2ccc(Cl)cc2)c1 (stereo not given) | -1 | 2 | 2
CCN(C)Cc1n[nH]c(=O)n1-c1cc(F)ccc1C | -3 | nt | 6
CSc1nc(C(=O)NCc2cccnc2N2CCOCC2)cs1 | -11 | nt | 2
CCOC(=O)C1CCN(C(c2ccccc2)C2Sc3nc(C)nn3C2=O)CC1 (stereo not given) | -10 | nt | 1
Cc1cc(CNC(=O)COc2cccnc2)c2[nH]c(C)c(C)c2c1 | -3 | -9 | nt
CCC(C)C(NS(=O)(=O)c1c(C)cc(C)cc1C)C(=O)Nc1nnc(-c2ccc(Br)cc2)s1 (stereo not given) | -3 | -6 | 7
CC(=O)NC1(C(=O)NC(C)c2ccc(C(F)(F)F)cc2)CCCCC1 (stereo not given) | -8 | -7 | 8
CCCCn1c(N)c(NC)c(=O)[nH]c1=O | -14 | nt | 6
O=C(c1n[nH]c(=O)c2ccccc12)N1CCCC(c2nc3ccccc3s2)C1 (stereo not given) | -4 | nt | 1
Cc1c(Cl)cccc1NC(=O)c1csc(Nc2ccccn2)n1 | -6 | nt | -1
CC(Cc1ccc2c(c1)OCO2)c1nccn1-c1ccc(-n2cnnn2)cc1 (stereo not given) | -4 | nt | 12
Cn1cc(-c2ccc3c(c2)N(Cc2ccccc2)C(=O)COC3)cn1 | -6 | nt | 8
CN1CCN(c2cc(OCCNC(=O)NCc3ccccc3)ncn2)CC1 | -4 | nt | -2
Cc1noc(C)c1C(=O)N1CCN(C(c2ccc(F)cc2)c2ccc(F)cc2)CC1 | -2 | 2 | -17
COc1ccc2c(c1)sc(=NC(=O)c1ccc3ncsc3c1)n2C | -3 | nt | 3

Reformatted with two lines to a compound: 5 of the compounds above
Below each SMILES – hcGAS inh, mcGAS lum, NPYLR7 ag
> Cc1cccc(COC(CN2CCN(C(=O)c3cc(F)ccc3F)CC2)c2ccc(Cl)cc2)c1 (stereo not given)
→ -1, 2, 2
> Cc1c(Cl)cccc1NC(=O)c1csc(Nc2ccccn2)n1
→ -6, nt, -1
> CCOC(=O)C1CCN(C(c2ccccc2)C2Sc3nc(C)nn3C2=O)CC1 (stereo not given)
→ -10, nt, 1
> CN1CCN(c2cc(OCCNC(=O)NCc3ccccc3)ncn2)CC1
→ -4, nt, -2
> COC(=O)C1=C(C)NC(C)=C(C(=O)OC)C1c1cccc(Cl)c1
→ -1, -6, -1

Further records.
SMILES | hcGAS inh | mcGAS lum | NPYLR7 ag
COCCN(Cc1nccn1Cc1cccc(Cl)c1)C(=O)COC | 4 | -5 | 6
O=C(c1cccc(F)c1)N1CCC2(CC1)OCc1cc(-c3cccc(F)c3)ccc1O2 | -6 | -3 | -2
COc1cccc(-c2cc(-c3ccc(C(=O)N4CCCN(C=O)CC4)cc3)[nH]n2)c1 | -6 | -6 | nt
COc1cccc(C(=O)N2C[C@@H]3[C@@H]4CC[C@@H](C4)[C@@H]3C2)c1OC | -6 | -12 | 10
Cc1ccc(CC(=O)Nc2ccc(C)cc2-c2n[nH]c(C3CC3)n2)cc1 | -9 | nt | 10
CCc1nc(N(CCC(=O)NCCOC)Cc2ccco2)c2ccccc2n1 | -1 | -3 | -6
CCOc1c(CC)cnc2c1c(=O)n(CC(=O)NC)c(=O)n2C | -3 | nt | -3
CCCn1nc(C)c2c1NC(=O)CC2c1ccc(S(=O)(=O)NC)cc1 (stereo not given) | 1 | -14 | 6
O=C1CN(C(=O)C=Cc2ccc(OC(F)F)cc2)c2ccccc2N1 | -10 | nt | 14
N#CC(=Cc1ccsc1)C(=O)NC1CCCCC1 | -5 | nt | 4
c1ccc2c(c1)CCC2Nc1cc(N2CCOCC2)ncn1 (stereo not given) | 6 | nt | -16
CCc1ccc(C2=NN(S(C)(=O)=O)C(c3ccc4nccnc4c3)C2)cc1 (stereo not given) | -5 | -5 | 1
C1=CC[C@H]2CN(Cc3cnc(CC4CCCC4)[nH]3)C[C@H]2C1 | -3 | nt | 12
CCCC1COCCN1C(=O)c1c[nH]c(=O)[nH]c1=O (stereo not given) | -4 | nt | 0
CCc1cccc2c(C(CC(=O)NCc3ccncc3)c3cccc(OC)c3OC)c[nH]c12 (stereo not given) | -5 | -8 | 4
Cc1ccc(-c2cn3cccnc3n2)cc1NC(=O)c1cccc(C(F)(F)F)c1 | -4 | nt | 4
COc1ccc(CC(=O)N2CCC(n3c(C)nc4cc(C(F)(F)F)ccc43)CC2)cc1 | -3 | -4 | 3
O=c1cc(-c2ccccc2)nc(SCc2nc(-c3cccc(Br)c3)no2)[nH]1 | 1 | -1 | -16
COc1ccc(C(NC(=O)C2CCN(CCOc3ccccc3)CC2)c2ccccn2)cc1 (stereo not given) | -4 | -3 | 10
CC(=O)O[C@H]1CCC2(C)C3=C(CCC2C1(C)C)[C@@]1(C)CC[C@@H](C(C)CCC=C(C)C)[C@]1(C)CC3 (stereo not given in full) | 3 | 1 | nt
Cc1ccc(NCN2C(=O)c3ccc([N+](=O)[O-])cc3C2=O)cc1 | -2 | nt | -3
COC(=O)c1[nH]ncc1CN(C)Cc1ccc(-n2cccn2)cc1 | 4 | nt | 12
OCCCNc1ccc2nnc(C(F)(F)F)n2n1 | -8 | nt | 3
COC(=O)c1ccc(S(=O)(=O)Nc2ccc(OC)cc2OC)cc1 | 1 | nt | -5
O=C(Nc1ccc(C2SCC(=O)N2c2ccc3c(c2)CCC3)cc1)c1ccco1 (stereo not given) | -5 | -4 | 11
Next section.
SMILES | hcGAS inh | mcGAS lum | NPYLR7 ag
CCN(CC)CCCNC(=O)c1nn2c(C(F)(F)F)cc(-c3ccccc3)nc2c1Cl | 2 | -3 | -9
COc1ccc(OC)c(NC(=O)CCC(=O)N2CCc3c([nH]c4ccccc34)C2)c1 | -6 | -4 | -4
O=C(c1c(F)cccc1F)N1CCC(Cc2ccc(-c3ccccc3)cc2)CC1 | -6 | -5 | 25
Cc1ccc(-c2nn(-c3cccc(F)c3)cc2CN2CCC(C(O)c3nccn3C)CC2)o1 (stereo not given) | -11 | -10 | 2
COc1cccc(Cc2nsc(Oc3ccc(CC(=O)NC(Cc4ccccc4)c4ccccc4)cc3)n2)c1 (stereo not given) | -8 | -6 | 16
CCOC(=O)Cc1csc(NC(=O)C2Cc3cc(Cl)ccc3O2)n1 (stereo not given) | -2 | nt | 4
COc1cc(=O)n(-c2ccccc2)nc1C(=O)Nc1ccc(C(N)=O)cc1 | 0 | nt | 2
NC(=O)c1nc(C2CCCCC2)nc2c1[nH]c(=O)n2-c1ccc(F)cc1 | -5 | -8 | 1
N#CCNC(=O)C1(c2ccccc2)CCN(C(=O)c2cc3ccccc3[nH]2)CC1 | -6 | nt | 13
COC(=O)c1ccc2c(c1)S(=O)(=O)N=C2Cl | -5 | nt | 9
CN(C)C(=O)c1ccc(-c2cc3cnc(Nc4ccncn4)cc3n2Cc2ccccc2)cc1 | -1 | -2 | -4
Cc1nsc(NC(=O)N(C)Cc2cnc(-c3ccccc3)s2)n1 | -5 | nt | 2
COc1cccc(Cc2nc(Cc3ccccc3)n[nH]2)c1 | -5 | 3 | 0
Cc1ccc(C(=O)CSc2nnc(NC3CC3)s2)s1 | -3 | nt | 7
CCn1c(CN(Cc2ccccc2)Cc2ccco2)nc2cc(S(=O)(=O)N3CCOCC3)ccc21 | -7 | nt | 4
COc1ccc(N2C(=O)CSC2c2ccccc2N)c(OC)c1 (stereo not given) | 1 | nt | -6
COCC(=O)N1CCC2(CC1)NC(=O)c1cc(Cl)ccc1N2 | -7 | -4 | 1
CCOc1ccc(Oc2coc3cc(OC(C)=O)ccc3c2=O)cc1 | -2 | nt | 7
O=C(CN1Cc2ccc(N3CCOCC3)nc2C1=O)NCCCO | -5 | -5 | -15
CNC(=O)C(=O)Nc1cc(C)cc(C)c1 | -2 | nt | 17
CCCCOc1ccc(C2=N/C(=C\c3ccccc3C(F)(F)F)C(=O)O2)cc1 | -3 | nt | -3
Cc1ncc(CN2CCCC(CO)(Cc3ccccc3C)C2)s1 (stereo not given) | 0 | 0 | 1
OC(COCc1ccco1)CN(Cc1cccc(F)c1)CC1CC(c2ccccc2Cl)=NO1 (stereo not given) | 2 | -2 | -1
O=C(NCc1ccccn1)c1coc(CN(CCc2c[nH]c3ccccc23)Cc2ccccc2Cl)n1 | -2 | -5 | 20
COc1ccc(C(=O)N(Cc2cccc(OS(=O)(=O)c3ccc(F)cc3)c2)Cc2ccco2)cc1 | -13 | -3 | -9
Next structures follow:
SMILES | hcGAS inh | mcGAS lum | NPYLR7 ag
Cc1cc(-c2cc(=O)[nH]c(-c3ccc(CN4CCN(C)CC4)cc3)n2)c(C)o1 | -10 | nt | 5
CC1CCc2c(sc3ncnc(Sc4nnnn4C)c23)C1 (stereo not given) | 1 | nt | -1
COCC(=O)Nc1cccc(-n2nc(OC)nc2-c2ccco2)c1 | -5 | -10 | nt
Cc1ccc(N2CCN(S(=O)(=O)c3ccc(F)cc3)CC2)cc1Cl | -7 | nt | -2
CCOCCCNc1ncnc2c1nnn2CC | -11 | nt | 12
O=C(CCNS(=O)(=O)c1ccc(F)cc1)N1CCN2C(=O)NCC2C1 (stereo not given) | 3 | nt | 2
COc1cccc(Cc2nsc(N3CCC(CNC(=O)Nc4cccc5ccccc45)CC3)n2)c1 | -15 | -6 | -2
COCc1cc(NCc2cccnc2-n2cnc3ccccc32)ncn1 | -3 | nt | 8
Cc1nc(C)c(C(=O)N2CCN(c3ccc(-c4ccccc4C)nn3)CC2)s1 | 1 | -9 | nt
Cc1ccc(Cl)cc1N1CCN(c2nc(-c3cccc(Cl)c3Cl)nc3ccccc23)CC1 | -4 | -5 | 5
